PERK inh = block of dimerizer-induced PERK translation repression, primary screen, PERK inhibitor project, CHO PERK-DD cells, SEAP luminescence, HTS; Eukaryotic translation initiation factor 2-alpha kinase 3 (Homo sapiens), Q9NZJ5; CHO PERK-DD fusion, SEAP luminescence translation reporter; inhibition, % at 5.6 µM; 220,000 tested, 0.17% active;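 active = inhibition above the mean inhibition of all tested compounds plus 3 SD, set separately per screening campaign, cut at about 2.9% in these data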;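 also: PERK kinase domain activated by AP20187 dimerizer at 100 nM; 0% = DMSO with dimerizer and 100% = rapamycin at 8.4 µM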
Target sequence (Q9NZJ5 whole entry, looked up, the tested form may be a part): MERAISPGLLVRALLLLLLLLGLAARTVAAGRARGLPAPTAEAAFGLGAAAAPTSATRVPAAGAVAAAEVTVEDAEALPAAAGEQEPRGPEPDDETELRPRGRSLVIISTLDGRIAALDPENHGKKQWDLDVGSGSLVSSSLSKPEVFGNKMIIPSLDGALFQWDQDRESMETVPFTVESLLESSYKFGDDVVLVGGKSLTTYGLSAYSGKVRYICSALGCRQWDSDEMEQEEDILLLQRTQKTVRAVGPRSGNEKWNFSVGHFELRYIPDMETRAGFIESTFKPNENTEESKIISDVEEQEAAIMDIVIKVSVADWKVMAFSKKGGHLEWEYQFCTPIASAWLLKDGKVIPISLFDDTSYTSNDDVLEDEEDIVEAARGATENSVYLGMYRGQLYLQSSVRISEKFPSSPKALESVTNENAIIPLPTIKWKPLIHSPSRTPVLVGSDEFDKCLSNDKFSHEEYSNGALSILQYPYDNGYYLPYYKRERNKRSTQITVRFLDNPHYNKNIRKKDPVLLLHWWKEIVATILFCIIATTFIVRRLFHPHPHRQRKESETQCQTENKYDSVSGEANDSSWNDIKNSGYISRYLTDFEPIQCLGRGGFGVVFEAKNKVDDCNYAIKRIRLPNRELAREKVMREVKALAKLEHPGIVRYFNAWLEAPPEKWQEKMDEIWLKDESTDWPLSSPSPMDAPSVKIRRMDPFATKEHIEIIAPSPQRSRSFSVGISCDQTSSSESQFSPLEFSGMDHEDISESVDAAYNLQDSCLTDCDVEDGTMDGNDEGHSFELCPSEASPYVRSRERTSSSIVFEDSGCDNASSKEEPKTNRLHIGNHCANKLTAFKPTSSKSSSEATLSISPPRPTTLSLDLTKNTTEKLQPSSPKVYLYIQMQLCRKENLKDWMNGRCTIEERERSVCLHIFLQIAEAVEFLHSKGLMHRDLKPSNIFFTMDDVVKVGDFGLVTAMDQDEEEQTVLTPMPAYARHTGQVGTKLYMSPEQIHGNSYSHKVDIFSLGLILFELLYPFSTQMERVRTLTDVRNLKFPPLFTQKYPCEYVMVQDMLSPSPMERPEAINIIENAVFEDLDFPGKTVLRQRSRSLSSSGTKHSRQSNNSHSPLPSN
S1P4 antagonist = S1P4 receptor antagonists, primary screen, cell-based; S1P4-expressing cells, antagonist mode, reporter read-out; inhibition, % at 4.98 µM; 220,000 tested, 0.26% active; in the data active = inhibition above about 29%;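 also: 0% = wells stimulated with agonist and 100% = vehicle wells without agonist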
Mdm2 ligase inh = MDM2-luciferase reporter signal enhancers, primary screen, MDM2 E3 ligase inhibitor project, cell-based, luminescence, 1536-well. signal enhancement, % at 5 µM. 210,000 tested, 0.11% active. cell-based MDM2 ubiquitination luciferase reporter, 2 h; 0 = plate control, 100 = twice control, blank-subtracted;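 active = signal enhancement of 30% or more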;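 also: luminescence tracks abundance of the self-degrading MDM2-luciferase fusion protein; higher signal means inhibition of MDM2 E3 ligase activity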
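Assay system: stable mammalian line carrying autodegrading MDM2–luciferase fusion reporter; amount: 2000 cells seeded into each well; buffer or medium: DMEM; benchmarks: plate control and blank wells; signal: luciferase luminescence; timing: 2 h compound exposure at 37 °C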
eIF4E 4G PPI = eIF4E–eIF4G protein interaction inhibitors, primary screen, biochemical, uHTS, TR-FRET, eIF4GI fragment | inhibition, % at 21.7 µM | TR-FRET eIF4E-eIF4GI(517-606) binding, 2 h | 220,000 tested, 0.37% active | Eukaryotic translation initiation factor 4E (Mus musculus) + Eukaryotic translation … | AID 782, 2007;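 active = inhibition above about 30%, limit read from the data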;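 also: 0% = full FRET control wells and 100% = background wells lacking eIF4GI fragment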
Wee1 stabilizer = Wee1 degradation inhibitors, primary screen, cell-based, HeLa, Wee1K328M-luciferase, luminescence. reporter increase, % at 5 µM. AID 1321, 2008. 220,000 tested, 1.2% active. HeLa Luc-Wee1K328M stability; 100% = proteasome inhibitor MG132 effect;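 active = activation above the mean of all tested compounds plus 3 SD, set per screening run, cut at about 8.8% in these data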;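 also: cells exposed to compound for 20 h before luminescence read; 0% = DMSO alone and 100% = MG132 at 30 µM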
BaF3 tox = parental Ba/F3 cell viability inhibition, counter-screen for JAK2V617F inhibitor project, murine pro-B, CellTiter-Glo luminescence; 220,000 tested, 1.1% active; inhibition, % at 5.6 µM; CellTiter-Glo ATP luminescence; AID 1486, 2009;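 active = inhibition above a per-campaign cutoff, the mean inhibition of all tested compounds plus 3 SD, cut at about 27% in these data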;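 also: 0% = DMSO wells and 100% = JAK Inhibitor I control wells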
NPY2 pot ag = NPY-Y2 potentiators or agonists, primary screen, cell-based | 220,000 tested, 0.45% active | Neuropeptide Y receptor type 2 (Homo sapiens), P49146 | AID 1359, 2008 | activation, % at 3.6 µM | cells expressing NPY-Y2, potentiator/agonist read-out; in the data active = activation above about 27%;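 also: cells stimulated with NPY near EC25 plus isoproterenol at EC100; 0% = vehicle plus submaximal agonist and 100% = vehicle plus saturating agonist; some results beyond the cut were filed as inactive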
S1P4 agonist = S1P4 receptor agonists, primary screen, cell-based. Sphingosine 1-phosphate receptor 4 (Homo sapiens), O95977. S1P4-expressing cell line, agonist reporter assay. activation, % at 4.98 µM. 220,000 tested, 0.35% active; in the data active = activation above about 11%;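 also: 0% = DMSO vehicle and 100% = reference agonist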
Ba/F3 V617F tox = reduced viability of JAK2V617F-dependent Ba/F3 cells, primary screen, JAK2V617F inhibitor project, cell-based, Ba/F3 EpoR-JAK2V617F, luminescence; ATP luminescence; inhibition, % at 5.6 µM; 220,000 tested, 1.1% active; AID 1446, 2008;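 active = inhibition above the campaign mean plus 3 SD over all tested compounds, cut at about 24% in these data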;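 also: cytokine-independent growth of Ba/F3 cells driven by EpoR plus mutant JAK2; 0% = DMSO-treated cells and 100% = JAK inhibitor I control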
* = called active by the depositor; [ ] = another dose, or the depositor's remark.

`O=C(NCc1ccccn1)C1CCN(S(=O)(=O)c2cnc[nH]2)CC1` gave PERK inh 0.8, S1P4 antagonist -12, Mdm2 ligase inh -5, eIF4E 4G PPI 5, Wee1 stabilizer 0, BaF3 tox 4, NPY2 pot ag 12, S1P4 agonist -0.3 and Ba/F3 V617F tox -1.
`CC(C)CC(NC(N)=O)C(=O)Nc1ccc(Cl)c(Cl)c1` (centres undefined) gave PERK inh 1.0, S1P4 antagonist -3, Mdm2 ligase inh -12, eIF4E 4G PPI 0, Wee1 stabilizer 0, BaF3 tox 3, NPY2 pot ag 16, S1P4 agonist 0.7 and Ba/F3 V617F tox 0.
For CCOc1ccc(N2C(=O)/C(=C\c3ccc(OC)c(O)c3)S(=O)(=O)C2c2cccc([N+](=O)[O-])c2)cc1 (centres undefined) the results were PERK inh 0.0, S1P4 antagonist -4, Mdm2 ligase inh -16, eIF4E 4G PPI 0, Wee1 stabilizer 2, BaF3 tox 7, NPY2 pot ag -12, S1P4 agonist -0.6 and Ba/F3 V617F tox 1.
Screening CCCCOc1ccc(C(C)NC(=O)C2CCCN(S(=O)(=O)CCC)C2)cc1 (centres undefined) returned PERK inh -0.9, S1P4 antagonist -5, Mdm2 ligase inh -6, eIF4E 4G PPI 5, Wee1 stabilizer 0, BaF3 tox 3, NPY2 pot ag -15, S1P4 agonist 0.4 and Ba/F3 V617F tox 0.
Screening Cc1nc(N)sc1C(=O)N/N=C/c1cccnc1 returned PERK inh 1.0, S1P4 antagonist -14, Mdm2 ligase inh -17, eIF4E 4G PPI -1, Wee1 stabilizer 1, BaF3 tox 3, NPY2 pot ag 1, S1P4 agonist 0.2 and Ba/F3 V617F tox -2.
Screening Cc1ccccc1CS(=O)(=O)Cc1ccc(C(=O)NCCCN2CCCC2=O)o1 returned PERK inh -0.1, S1P4 antagonist -14, Mdm2 ligase inh 8, eIF4E 4G PPI 4[fluorescence artefact?], Wee1 stabilizer 0, BaF3 tox 0, NPY2 pot ag -7, S1P4 agonist 0.1 and Ba/F3 V617F tox 1.
`Cc1nn(-c2ccccc2)c2sc(C(=O)N(CC(=O)NC3CCCC3)Cc3ccco3)cc12` gave PERK inh 0.0, S1P4 antagonist -3, Mdm2 ligase inh -23, eIF4E 4G PPI -20, Wee1 stabilizer 6, BaF3 tox 6, NPY2 pot ag 0, S1P4 agonist 1.8 and Ba/F3 V617F tox 0.
For COc1ccccc1NC(=O)CCC(=O)N(Cc1ccc(OC)c(OC)c1)c1nccs1 the results were PERK inh -1.2, S1P4 antagonist 13, Mdm2 ligase inh -4, eIF4E 4G PPI 0, Wee1 stabilizer -2, BaF3 tox 3, NPY2 pot ag -2, S1P4 agonist 0.8 and Ba/F3 V617F tox 0.
For CCOc1cc(/C=N/O)ccc1OCc1ccc([N+](=O)[O-])cc1 the results were PERK inh -1.0, S1P4 antagonist -29, Mdm2 ligase inh -5, eIF4E 4G PPI -4, Wee1 stabilizer 6, BaF3 tox 4, NPY2 pot ag -15, S1P4 agonist -0.2 and Ba/F3 V617F tox -1.
CCC(=O)Nc1ccccc1Oc1ccccc1 was read as PERK inh 1.4, S1P4 antagonist -5, Mdm2 ligase inh -9, eIF4E 4G PPI -2, Wee1 stabilizer 1, BaF3 tox 0, NPY2 pot ag 6, S1P4 agonist -1.0 and Ba/F3 V617F tox -6.
For COc1cc(C2=NOC(C(=O)NCc3ccccn3)C2)cc(OC)c1OC (centres undefined) the results were PERK inh -0.5, S1P4 antagonist -7, Mdm2 ligase inh -20, eIF4E 4G PPI -4, Wee1 stabilizer 0, BaF3 tox 3, NPY2 pot ag 3, S1P4 agonist -0.7 and Ba/F3 V617F tox -3.
For O=C(O)CCCNc1c(C(=O)Nc2ccc(Cl)cc2)cc([N+](=O)[O-])cc1[N+](=O)[O-] the results were PERK inh 0.9, S1P4 antagonist -4, Mdm2 ligase inh -18, eIF4E 4G PPI 2, Wee1 stabilizer -3, BaF3 tox 4, NPY2 pot ag 10, S1P4 agonist -0.6 and Ba/F3 V617F tox 1.
For O=C(NNS(=O)(=O)c1ccccc1)C1CCN(S(=O)(=O)c2ccc(Cl)cc2)CC1 the results were PERK inh -0.1, S1P4 antagonist -8, Mdm2 ligase inh -18, eIF4E 4G PPI -1, Wee1 stabilizer -1, BaF3 tox 5, NPY2 pot ag -8, S1P4 agonist 0.8 and Ba/F3 V617F tox -1.
For Cc1ccc(S(=O)(=O)/N=C(\c2ccc(F)cc2)n2c(C)nc3ccccc32)cc1 the results were PERK inh 1.6, S1P4 antagonist -11, Mdm2 ligase inh -19, eIF4E 4G PPI -5, Wee1 stabilizer -1, BaF3 tox 5, NPY2 pot ag 5, S1P4 agonist -3.3 and Ba/F3 V617F tox -1.
Cc1cc(C(c2ccc(C)o2)c2ccc(C)o2)c(O)c([N+](=O)[O-])c1 was read as PERK inh 0.5, S1P4 antagonist 1, Mdm2 ligase inh -20, eIF4E 4G PPI -8, Wee1 stabilizer 0, BaF3 tox 4, NPY2 pot ag -2, S1P4 agonist 1.9 and Ba/F3 V617F tox -2.
`Cc1ccc(CN2CCN(/N=C/c3ccc(C(F)(F)F)cc3)CC2)cc1` gave PERK inh 1.0, S1P4 antagonist -4, Mdm2 ligase inh 5, eIF4E 4G PPI 13, Wee1 stabilizer -4, BaF3 tox -1, NPY2 pot ag -7, S1P4 agonist 1.0 and Ba/F3 V617F tox -3.
For Cc1ccccc1OCC(=O)Nc1ccc2c(c1)n(C)c(=O)n2C the results were PERK inh 0.8, S1P4 antagonist 7, Mdm2 ligase inh 5, eIF4E 4G PPI -1, Wee1 stabilizer 1, BaF3 tox 7, NPY2 pot ag -15, S1P4 agonist -0.5 and Ba/F3 V617F tox 3.
For C=CCn1c(SCC(=O)NC)nc2sc3c(c2c1=O)CCC3 the results were PERK inh -0.6, S1P4 antagonist -5, Mdm2 ligase inh 7, eIF4E 4G PPI -9, Wee1 stabilizer 2, BaF3 tox 3, NPY2 pot ag 3, S1P4 agonist 0.6 and Ba/F3 V617F tox -1.
Screening Cc1cccc(N2CCN(C(=S)c3ccc(-c4ccccc4[N+](=O)[O-])o3)CC2)c1 returned PERK inh 0.4, S1P4 antagonist -20, Mdm2 ligase inh 0, eIF4E 4G PPI -8, Wee1 stabilizer -2, BaF3 tox 6, NPY2 pot ag -16, S1P4 agonist 2.1 and Ba/F3 V617F tox -2.
For COC(=O)c1ccc(NC(=O)Cc2ccccc2)cc1 the results were PERK inh 0.3, S1P4 antagonist -17, Mdm2 ligase inh -23, eIF4E 4G PPI 7, Wee1 stabilizer 1, BaF3 tox 1, NPY2 pot ag -1, S1P4 agonist 2.0 and Ba/F3 V617F tox -1.

Quoted from the entries so far, 2 compounds:
Screening Cc1cccc(N2CCN(C(=S)c3ccc(-c4ccccc4[N+](=O)[O-])o3)CC2)c1 returned PERK inh 0.4, S1P4 antagonist -20, Mdm2 ligase inh 0, eIF4E 4G PPI -8, Wee1 stabilizer -2, BaF3 tox 6, NPY2 pot ag -16, S1P4 agonist 2.1 and Ba/F3 V617F tox -2.
For COC(=O)c1ccc(NC(=O)Cc2ccccc2)cc1 the results were PERK inh 0.3, S1P4 antagonist -17, Mdm2 ligase inh -23, eIF4E 4G PPI 7, Wee1 stabilizer 1, BaF3 tox 1, NPY2 pot ag -1, S1P4 agonist 2.0 and Ba/F3 V617F tox -1.

Next compounds follow:
CCCC[C@@H]1CNC(=S)N1CCCc1cc(OC)c(OC)c(OC)c1 was read as PERK inh 0.5, S1P4 antagonist -5, eIF4E 4G PPI 2, Wee1 stabilizer 1, BaF3 tox -2, NPY2 pot ag -11, S1P4 agonist 0.7 and Ba/F3 V617F tox -4.
Screening Cc1cc(NC(=O)c2cccc([N+](=O)[O-])c2)n(-c2ccccc2)n1 returned PERK inh -0.1, S1P4 antagonist -7, Mdm2 ligase inh 0, eIF4E 4G PPI 3, Wee1 stabilizer -2, BaF3 tox 0, NPY2 pot ag -6, S1P4 agonist 0.4 and Ba/F3 V617F tox 0.
Screening COC(=O)c1cc(NC(=O)/C=C/c2ccc3c(c2)OCO3)cc(C(=O)OC)c1 returned PERK inh -0.3, S1P4 antagonist -13, Mdm2 ligase inh -13, eIF4E 4G PPI -20[fluorescence artefact?], Wee1 stabilizer -1, BaF3 tox 1, NPY2 pot ag -2, S1P4 agonist -1.6 and Ba/F3 V617F tox 0.
Screening CCOc1ccccc1N(CC(=O)Nc1cccnc1)S(C)(=O)=O returned PERK inh -0.3, S1P4 antagonist 2, Mdm2 ligase inh -22, eIF4E 4G PPI 5, Wee1 stabilizer -3, BaF3 tox 8, NPY2 pot ag -10, S1P4 agonist 0.3 and Ba/F3 V617F tox 3.
For COc1cccc(N(C(=O)Cn2nnc3ccccc32)C(C(=O)NCc2ccco2)c2cccnc2)c1 (centres undefined) the results were PERK inh -0.3, S1P4 antagonist -1, Mdm2 ligase inh -2, eIF4E 4G PPI 5[fluorescence artefact?], Wee1 stabilizer 2, BaF3 tox 4, NPY2 pot ag -11, S1P4 agonist -1.7 and Ba/F3 V617F tox 2.
CC(C)=NNC1=NC(C)(C)Cc2ccccc21 was read as PERK inh -0.5, S1P4 antagonist -2, Mdm2 ligase inh 4, eIF4E 4G PPI -2, Wee1 stabilizer 1, BaF3 tox 2, NPY2 pot ag -5, S1P4 agonist 0.7 and Ba/F3 V617F tox 0.
Screening COc1ccc(C(=O)Nc2cccc(C(C)=O)c2)c(OC)c1OC returned PERK inh -1.0, S1P4 antagonist -5, Mdm2 ligase inh -6, eIF4E 4G PPI 11, Wee1 stabilizer 5, BaF3 tox 5, NPY2 pot ag 3, S1P4 agonist 2.3 and Ba/F3 V617F tox 0.
O=C(CNC(=S)N(Cc1ccc(F)cc1)C1CCCCC1)NCC1CCCO1 (centres undefined) was read as PERK inh 0.1, S1P4 antagonist -1, Mdm2 ligase inh -8, eIF4E 4G PPI 3, Wee1 stabilizer -2, BaF3 tox 1, NPY2 pot ag 9, S1P4 agonist -0.2 and Ba/F3 V617F tox -5.
Cc1ccc(CC2CC(=O)N(CCc3ccccc3)C2=O)cc1 (centres undefined) was read as PERK inh 1.1, S1P4 antagonist -2, Mdm2 ligase inh -7, eIF4E 4G PPI 6, Wee1 stabilizer -1, BaF3 tox 2, NPY2 pot ag -11, S1P4 agonist 1.9 and Ba/F3 V617F tox -1.
Cc1cc(N2CCN(C)CC2)nc(-c2ccccc2O)n1 was read as PERK inh -0.8, S1P4 antagonist 18, Mdm2 ligase inh -11, eIF4E 4G PPI -2, Wee1 stabilizer -4, BaF3 tox 3, NPY2 pot ag 2, S1P4 agonist 1.1 and Ba/F3 V617F tox -3.
